Source: PubChem (National Center for Advancing Translational Sciences (NCATS))
ELG1 DNA repair: qHTS screen for small molecules that inhibit ELG1-dependent DNA repair in human embryonic kidney (HEK293T) cells expressing luciferase-tagged ELG1; HEK293T ELG1-luciferase reporter, luminescence, 16 h; DNA damage induced by 5-fluorouridine; Potency, µM (doses to about 46.1 µM), without a hit: at the highest dose activity change, negative = inhibition, actives largely listed as inhibitors; 330,000 tested, 2.3% active; further: potency means the concentration at half of the fitted maximal effect; on the % scale 0 is the no-effect control and ±100 the full control effect; nearly all actives have a fitted effect of over 55% in size
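Quantitative HTS, concentration-response format. 2,000 cells/well co-treated with 5-fluorouridine and compound, 16 hr in 5% CO2 at 37 °C; ONE-Glo luminescence read after 30 min.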
KCNH2 3.1 inh: qHTS for Inhibitors of KCHN2 3.1: Mutant qHTS; U2OS KCNH2 3.1, thallium flux FluxOr; hits give low values; activity change, % (tested at about 1.8 µM); 340,000 tested, 0.95% active; AID 720553, 2013;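 active means maximum activity change below -70%; inconclusive means maximum activity change from -70% to -50%; inactive means maximum activity change above -50%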;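 further: thallium influx rate constant from kinetic fluorescence after stimulation buffer; on the % scale 0 is the no-effect control and ±100 the full control effect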
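Normalized rate constant (relative to positive and negative DMSO controls) derived from a 2 min kinetic fluorescence read after stimulation; U2OS cells expressing the 3.1 isoform via virus at 1.77 x 10^8 /mL.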
TSHR antagonist: Antagonists of the Thyroid Stimulating Hormone Receptor: HTS campaign; Thyrotropin receptor (Homo sapiens), P16473; TSHR-expressing cells, TSH-stimulated cAMP HTRF, 2 h; hits give low values; activity change, negative = inhibition, % at 11.5 µM; 330,000 tested, 0.2% active; AID 504810, 2011;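 active means activity change below a set negative limit, meaning inhibition stronger than a set level, cut at about -70% in these data; inconclusive means activity change between two set negative limits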; further: on the % scale 0 is the no-effect control and ±100 the full control effect
Target sequence (P16473 whole entry, looked up): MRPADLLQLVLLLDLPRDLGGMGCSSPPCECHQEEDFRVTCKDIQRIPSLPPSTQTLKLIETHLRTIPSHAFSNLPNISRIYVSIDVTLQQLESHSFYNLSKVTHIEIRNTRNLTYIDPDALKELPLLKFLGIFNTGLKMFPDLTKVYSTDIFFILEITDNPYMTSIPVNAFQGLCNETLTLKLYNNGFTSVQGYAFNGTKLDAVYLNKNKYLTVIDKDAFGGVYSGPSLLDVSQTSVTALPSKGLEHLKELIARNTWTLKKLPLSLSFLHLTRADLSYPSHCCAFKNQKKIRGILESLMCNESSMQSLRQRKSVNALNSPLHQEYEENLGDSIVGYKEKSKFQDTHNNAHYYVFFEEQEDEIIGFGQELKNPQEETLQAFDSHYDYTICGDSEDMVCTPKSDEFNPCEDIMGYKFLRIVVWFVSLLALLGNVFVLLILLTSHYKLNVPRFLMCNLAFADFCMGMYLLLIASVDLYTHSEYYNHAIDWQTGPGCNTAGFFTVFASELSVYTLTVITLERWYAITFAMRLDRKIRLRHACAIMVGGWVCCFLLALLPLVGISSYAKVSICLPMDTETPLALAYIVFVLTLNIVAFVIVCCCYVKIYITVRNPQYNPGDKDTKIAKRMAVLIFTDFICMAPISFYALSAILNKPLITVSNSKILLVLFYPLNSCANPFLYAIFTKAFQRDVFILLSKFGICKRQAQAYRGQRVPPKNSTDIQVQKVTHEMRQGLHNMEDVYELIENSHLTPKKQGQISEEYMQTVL
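TSHR-expressing cells, 200/well, pre-treated with compound, then stimulated with EC80 TSH (4nM final) for 2 hours at 37 deg C. cAMP measured by competitive HTRF: anti-cAMP cryptate antibody in lysis buffer plus cAMP-d2, read after 30 minutes at room temperature.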
hERG WT inh: qHTS for Inhibitors of KCHN2 3.1: Wildtype qHTS. U2OS, BacMam KCNH2, thallium flux FluxOr; hits give low values. activity change, % at 1.84 µM. 340,000 tested, 0.37% active. AID 720551, 2013;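 active means maximum activity change below -70%; inconclusive means maximum activity change between -70% and -50%; inactive means maximum activity change above -50%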; further: on the % scale 0 is the no-effect control and ±100 the full control effect
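U2OS cells were transduced with wild-type KCNH2 virus (2.03 x 10^8 / mL) for 4 h at room temperature, then cultured overnight at 37 C. Thallium flux was read with FluxOr dye. Rate constants were normalized to DMSO controls.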
Mito fusion yeast: qHTS Assay for Small Molecule Inhibitors of Mitochondrial Division or Activators of Mitochondrial Fusion | S. cerevisiae fusion-defective mutant growth rescue, CellTiterGlo 48 h | AID 485298, 2010 | 320,000 tested, 0.23% active | Potency, µM (series often up to 46.1 µM), without a hit: at the top dose growth rescue (activation), usual class: activators;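 further: potency means the concentration at half of the fitted maximal effect; % of control where 0% means no effect; nearly all actives have a fitted effect of over 45% in size; temperature-sensitive fusion mutants such as fzo1-1 at 37 °C on non-fermentable ethanol glycerol medium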
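S. cerevisiae fusion-defective temperature-sensitive mutants (e.g. fzo1-1, mgm1-5) grown 48 h at 37C in YPEG (ethanol/glycerol non-fermentable) medium with 23 nl compound per well; growth rescue read as CellTiterGlo luminescence.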
TCR activator: Activators of T cell receptors: qHTS campaign. primary human leukocytes, anti-CD3, IL-2 HTRF, 48 h. Potency, µM (series often up to 9.22 µM), inactives show at the top dose activation of IL-2 secretion, most hits filed as activators. 330,000 tested, under 10 active. AID 504894, 2011; further: % of control where 0% means no effect
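HTRF read-out of IL-2 secretion: europium cryptate donor excited at 320nm, d2 acceptor emission at 665nm. Cells were primary human leukocytes incubated 48 hr with compounds and a-CD3 beads, supplying TCR signal only.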
USP2a block: qHTS Assay for Inhibitors of Ubiquitin-specific Protease USP2a Using CHOP2 as the Reporter. Ubiquitin carboxyl-terminal hydrolase 2 (Homo sapiens), O75604. USP2 core, Ub-CHOP2 coupled fluorogenic reporter, 485/531. Potency, µM (series often up to 38.3 µM), without a hit: at the top dose activity change, negative = inhibition, hits mostly inhibitors. 330,000 tested, 0.01% active. AID 463254, 2010;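 further: potency means the concentration at half of the fitted maximal effect; plate controls were DMSO wells for no effect and full inhibition by NEM control for full effect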
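USP2 core (10nM final) preincubated 30min RT with compound in 20mM Tris-HCl pH 8.0, 2mM CaCl2, 2mM beta-mercaptoethanol, 0.05% CHAPS; 25nM Ub-CHOP2 plus 25nM reporter substrate added, fluorescence (Ex485/Em531) read after 60min.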
Eya2 phos inh: qHTS Assay for Inhibitors of the Phosphatase Activity of Eya2 | recombinant Eya2, OMFP fluorescence dephosphorylation (OMFP is methylfluorescein phosphate) | Potency, µM (titrated, usually from 76.9 µM), without a hit: top-dose activity, negative = inhibition, most hits filed as inhibitors | Protein phosphatase EYA2 (Homo sapiens), O00167 | 330,000 tested, 0.006% active; further: potency means the concentration at half of the fitted maximal effect; on the % scale 0 is the no-effect control and ±100 the full control effect
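Eya2 protein (added as 0.2 uM solution) was preincubated with compound for 10 min at ambient temperature in 50 mM HEPES pH 7.5, 50 mM NaCl, 5 uM MgCl2, 0.05% BSA, 1 mM DTT. OMFP (added at 50 uM) then reacted 10 min; fluorescence read at 485/525 nm.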
TRPV1 agonist: HTS Assay for Compounds that Act as Agonists of the Vanilloid Receptor 1 | activation, % at 8.33 µM | Transient receptor potential cation channel subfamily V member 1 (Homo sapiens), Q8NER1 | 320,000 tested, 0.19% active | TRPV1-expressing cells, Fluo-8 calcium influx, agonist mode; in the data active means activation above about 80%; inconclusive means between about 30% and that limit; further: 0% is about no effect
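Cells expressing TRPV1 were dye-loaded with Fluo-8 and read kinetically: 10 s baseline, 3 min after compound (agonist portion), then 2 min after EC20 capsaicin (allosteric enhancer portion). Calcium-bound dye fluorescence at 480/520 nm.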
AT treatment: qHTS Assay for Identifying a Potential Treatment of Ataxia-Telangiectasia. AID 485349, 2010. […] A-T fibroblasts, KAP-1 phosphorylation AlphaLISA; neocarzinostatin DNA damage 30 min before lysis. Potency, µM (doses to about 57.5 µM), for inactives: at the highest dose activation, usual class: activators. 320,000 tested, 0.19% active; further: potency means the concentration at half of the fitted maximal effect; % of control where 0% means no effect; nearly all actives have a fitted effect of over 45% in size
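hTERT-immortalized A-T patient fibroblasts ([…]), 500 cells/well in OPTI-MEM, 1% FBS, got compounds for 60 min, then NCS for 30 min at 37C. Lysates were then assayed for phospho-KAP-1 by AlphaLISA (anti-pKAP1 donor, anti-KAP1 acceptor beads), 6 hr at 25C.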
The depositor's hits bear a star; ? = inconclusive; / = no result given; [ ] = another dose, or the depositor's remark. Unless noted, the call rests on the fitted dose curve; in most records, active means well fitted curve in the direction sought with a large enough effect; inconclusive means small, poorly fitted or top-dose-only effect, or another doubt; inactive means no such curve, though single readings can be large; an effect the other way counts as inactive or inconclusive.

Molecule	AT treatment	TRPV1 agonist	ELG1 DNA repair	Eya2 phos inh	KCNH2 3.1 inh	hERG WT inh	USP2a block	TSHR antagonist	TCR activator	Mito fusion yeast
COc1ccc(NC(=O)C2CCN(S(C)(=O)=O)CC2)cc1Cl	-2%	0	9%	-15%	2	-8	-8%	14	4%	-1%
CCc1cc[n+](-c2nc3ccccc3nc2[N-]S(=O)(=O)c2ccc(Br)s2)cc1	1%	3	?	6%	-4	3	8%	19	-6%[46.1 µM]	?
Cc1oc(C)c(C(=O)O)c1C(=O)O	3%	0	0%	16%	15	-2	-1%	0	1%	-3%
N=C1C(c2ccccc2)=C(O)CN1c1cccc(S(=O)(=O)N2CCOCC2)c1	9%	1	?	-4%	-33	-3	1%	-12	-1%	-3%
CN(C)c1ccc(/C=N/NC(=O)c2cc(=O)[nH]c3ccccc23)cc1	-3%	-2	0%	17%	3	-8	-1%	6	-10%	8%
O=C(NCC1CCCO1)/C(=C/c1ccc(Cl)cc1)NC(=O)c1ccccc1 (centres undefined)	-2%	9	?	-1%	-5	-3	2%	22	3%[46.1 µM]	3%
COc1ccccc1NS(=O)(=O)c1cc(NC(C)=O)ccc1N1CCCCC1	3%	10	6%	-13%	-16	4	-2%	8	-5%	10%
CCN(CC)CC(=O)Nc1ccc([N+](=O)[O-])cc1	0%	2	5%	1%	0	29	1%	9	6%	1%
O=C(CN(C(=O)c1csnn1)c1cccc(C(F)(F)F)c1)NC1CCCC1	7%	-3	7%	-9%	11	-2	0%	3	-3%	2%
Cc1ccc2cc3c(N)c(C(=O)N4CCOCC4)sc3nc2c1	-2%	?	?	2%	-31	10	0%	-17	-7%	-2%
C=CCSc1nc(C)c(CC(=O)OCC(C)C)c(=O)[nH]1	-18%	15	-4%	6%	21	-3	1%	12	-6%	0%
C=C(C)CSc1nc(N)cc(=O)[nH]1	-8%	-3	8%	1%[15.4 µM]	-9	5	2%	17	-22%	-1%
CC(NC(=O)C1CCN(S(=O)(=O)c2ccc3c(c2)NC(=O)CO3)CC1)c1ccccc1 (centres undefined)	-10%	-4	8%	-21%	15	1	1%	-9	-2%	7%
CC(C)Oc1cccc(-c2cc(C(=O)NC(=S)N(C)c3ccccc3C(=O)O)c3ccccc3n2)c1	0%	3	?	0%	-4	22	1%	-7	-1%[46.1 µM]	0%
Cn1c(=O)c2cc(S(=O)(=O)NCCC(=O)NC3CCCCCC3)ccc2n(C)c1=O	2%	0	-9%	-12%	10	7	0%	1	/	0%
CCC1SC2=NC(C)=C(C(=O)OC)C(c3cccs3)N2C1=O (centres undefined)	3%	2	3%	-5%	2	-5	1%	-15	-4%	5%
CC(C)N=C(Nc1ccccc1)c1cccnc1	-2%	/	18%	-2%	26	0	2%	11	-12%	1%
Brc1ccc2c(c1)OCCOCCOc1cc(Br)ccc1OCCOCCOCCO2	4%	2	21µM*	1%	-96*	-88*	2%	7	2%	-21%
CCOc1ccc2cc(C(=O)c3ccccc3)c(=O)oc2c1	1%	24	?	6%	-8	-6	2%	24	-4%[46.1 µM]	-4%
Cn1c(=O)[nH]c(=O)c2c1nc(CN1CCN(Cc3ccccc3)CC1)n2CC(N)=O	1%	1	15%	-21%	8	-11	2%	-6	-1%	-5%
Nc1c(C(=O)Nc2ccccc2)sc2nc3c(c(-c4ccco4)c12)CCCC3	-2%	28	?	-8%	-9	-5	1%	3	8%	0%
Cc1ccc(NC(=O)COC(=O)[C@H](C)N2C(=O)C3CC=CCC3C2=O)cc1S(=O)(=O)N(C)C (some centres undefined)	-1%	0	-4%	4%	4	-13	3%	1	1%	-2%
Cc1ccc(S(=O)(=O)N(CCO)Cc2ccccc2)cc1	2%	18	-2%	-5%	11	-2	0%	8	/	-1%
CCOc1ccc(C(=O)O)cn1	3%	3	0%	9%	0	-10	1%	5	1%	-4%
O=C(COc1c(Br)cc(Br)c2cccnc12)N1CCc2ccccc2C1	-1%	?	-3%	6%	5	-16	7%	-7	/	?
O=C(CN1CCN(c2ccc(O)cc2)CC1)Nc1cc(S(=O)(=O)N2CCCC2)ccc1Cl	3%	-5	23µM*	-24%	-12	-1	-7%	3	8%	7%
O=C(Nc1cc(F)cc(F)c1)c1sc(Cl)nc1-c1ccccc1	0%	4	-3%	-16%	3	15	0%	-4	0%[46.1 µM]	-1%
O=[N+]([O-])c1ccc(NNS(=O)(=O)c2cc(Cl)ccc2Cl)nc1	-9%	0	7%	-1%	42	-16	1%	11	-4%	-5%
Cc1ccc(C2=NN(CCC(=O)NC3CCCC3)C(=O)CC2)cc1	1%	2	-7%	3%	-8	-1	2%	1	-3%	-10%
O=C1Nc2ccccc2N=C(c2ccccc2)C1N1CCOCC1 (centres undefined)	12%	0	14%	-1%	5	10	2%	16	-4%	-1%
CCOc1ccc(CCNC(=O)C2CC=CCC2C(=O)OC(C)C)cc1OCC (centres undefined)	1%	6	-17%	8%	1	-1	1%	-1	4%	0%
O=C(Nc1nc(-c2ccccc2)cs1)C1CCCN(S(=O)(=O)c2cccc([N+](=O)[O-])c2)C1 (centres undefined)	1%	0	16µM*	9%	-17	-7	4%	-19	3%	3%
Cc1ccc(NC(=O)CCC(=O)NNC(=O)COc2ccccc2)cc1C	17%	-1	2%	-10%	5	-7	-10%	0	2%[46.1 µM]	-1%
CCOC(=O)C1CCN(C(C(=O)NC2CCCC2)c2ccc(C)cc2)CC1 (centres undefined)	17%	/	-7%	-11%	1	2	0%	43	10%	-6%

Rewritten with two lines to a compound: entries from further up
The line under a structure holds: AT treatment	TRPV1 agonist	ELG1 DNA repair	Eya2 phos inh	KCNH2 3.1 inh	hERG WT inh	USP2a block	TSHR antagonist	TCR activator	Mito fusion yeast
Cc1ccc(C2=NN(CCC(=O)NC3CCCC3)C(=O)CC2)cc1
→ 1%	2	-7%	3%	-8	-1	2%	1	-3%	-10%
O=C1Nc2ccccc2N=C(c2ccccc2)C1N1CCOCC1 (centres undefined)
→ 12%	0	14%	-1%	5	10	2%	16	-4%	-1%
CCOc1ccc(CCNC(=O)C2CC=CCC2C(=O)OC(C)C)cc1OCC (centres undefined)
→ 1%	6	-17%	8%	1	-1	1%	-1	4%	0%
O=C(Nc1nc(-c2ccccc2)cs1)C1CCCN(S(=O)(=O)c2cccc([N+](=O)[O-])c2)C1 (centres undefined)
→ 1%	0	16µM*	9%	-17	-7	4%	-19	3%	3%
Cc1ccc(NC(=O)CCC(=O)NNC(=O)COc2ccccc2)cc1C
→ 17%	-1	2%	-10%	5	-7	-10%	0	2%[46.1 µM]	-1%
CCOC(=O)C1CCN(C(C(=O)NC2CCCC2)c2ccc(C)cc2)CC1 (centres undefined)
→ 17%	/	-7%	-11%	1	2	0%	43	10%	-6%

These rows are one share of the data; rates above refer to the full screens.
